# AMA1-RON2 inh: inhibitors of Plasmodium falciparum AMA1-RON2 interaction. AlphaScreen AMA1-biotinylated RON2 peptide binding. Potency, µM (top dose mostly 58.2 µM), for the others: at the top dose activity change, negative = inhibition, most hits filed as inhibitors. 360,000 compounds, 0.2% hits. AID 720542;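 note: potency is the fitted concentration of half-maximal effect; 0% = vehicle wells and -100% = peptide control; nearly all actives have a fitted effect of over 45% in size; some results filed as inactive show a strong effect at the top dose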
#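 AMA1 (3D7) with his tag at 25 nM final met compounds first, then biotinylated RON2 peptide at 25 nM; detection used donor plus acceptor beads, 10 µg/mL apiece, read by AlphaScreen after 30 min at room temperature.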
# AmpC detergent: blocks E. coli AmpC beta-lactamase in detergent assay; AmpC hydrolysis of nitrocefin, absorbance 480 nm, 0.01% Triton; 370,000 compounds, 0.041% hits; AID 485294; P00811; Potency, µM (top dose mostly 114 µM), for inactives: at the top dose activity change, negative = inhibition, hits mostly inhibitors;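 note: potency is the fitted concentration of half-maximal effect; 0% = no-compound wells and -100% = no-enzyme wells; nearly all actives have a fitted effect of over 25% in size; some results filed as inactive show a strong effect at the top dose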
# Target sequence (P00811 whole entry, looked up): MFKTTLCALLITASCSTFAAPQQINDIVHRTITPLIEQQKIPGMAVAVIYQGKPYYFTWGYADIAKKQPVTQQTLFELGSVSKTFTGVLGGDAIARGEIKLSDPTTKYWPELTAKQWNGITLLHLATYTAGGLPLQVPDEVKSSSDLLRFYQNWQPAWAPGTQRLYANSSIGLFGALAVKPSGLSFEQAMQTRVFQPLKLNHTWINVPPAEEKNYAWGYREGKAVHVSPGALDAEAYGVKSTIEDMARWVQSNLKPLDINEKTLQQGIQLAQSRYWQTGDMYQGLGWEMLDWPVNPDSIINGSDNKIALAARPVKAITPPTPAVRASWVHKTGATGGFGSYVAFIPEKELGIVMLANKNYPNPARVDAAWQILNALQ
#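 20 mM phosphate pH 7.0 + 0.01% (detergent screen) or 0.0001% Triton X-100; 5.3 nM AmpC reagent; cpd preinc 15 min RT; nitrocefin (800 uM stock) to start; A480 q20 s × 4 min; Activity was normalised to no-enzyme and no-compound control wells.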
# HCMV inh: human cytomegalovirus inhibition; HFF cells, HCMV-luciferase reporter, 72 h; stronger effect = lower value; activity change, negative = inhibition, % at 57.5 µM; 410,000 compounds, 4.5% hits; AID 1259415; in the data active = activity change below about -60%; inconclusive = no clear call, values can overlap the other calls; inactive = above about -39%
#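 Screen run at 2 compound doses on HFFs infected with reporter HCMV, MOI 1 PFU/cell. Luciferase activity from cell lysates at 72 h post infection gave inhibition relative to buffer-only and Salinomycin wells.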
# Tb PYK inh: inhibitors of Trypanosoma brucei pyruvate kinase. TbPYK enzyme, Kinase-Glo Plus ATP luminescence, 45 min. Potency, µM (highest dose often 76.8 µM), for the others: top-dose activity, negative = inhibition, most hits filed as inhibitors. 410,000 compounds, 0.12% hits; note: potency is the fitted concentration of half-maximal effect; nearly all actives have a fitted effect of over 50% in size
#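 Luminescent Kinase-Glo Plus end-point after 45 min room-temperature reaction of T. brucei pyruvate kinase started with 130 uM ADP (final). Buffer TEA 50 mM pH 7.2 with KCl, MgCl2, BSA, Tween-20; titration-based qHTS with fitted concentration-effect curves.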
# Sm TGR block: inhibitors of Schistosoma mansoni thioredoxin glutathione reductase. AID 485364. purified TGR, DTNB reduction, TNB absorbance 405 nm. 360,000 compounds, 3% hits. Q962Y6. Potency, µM (titrated, usually from 114 µM), without a hit: top-dose activity change, negative = inhibition, actives largely listed as inhibitors; note: potency is the fitted concentration of half-maximal effect; nearly all actives have a fitted effect of over 60% in size
#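 First, TGR (20 nM dispensed) and NADPH were mixed with compound. Second, a 15 min room-temperature incubation followed. Third, further NADPH and then DTNB were added to start the reaction. Finally, TNB absorbance was monitored kinetically.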
# AmpC no deterg: AmpC beta-lactamase inhibition without detergent; P00811; AmpC nitrocefin hydrolysis, absorbance 480 nm, 0.0001% Triton; Potency, µM (titrated, usually from 57.1 µM), for inactives: at the highest dose activity change, negative = inhibition, actives largely listed as inhibitors; 330,000 compounds, 0.52% hits; AID 485341;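 note: potency is the fitted concentration of half-maximal effect; plate controls were no compound for no effect and no enzyme for full effect; nearly all actives have a fitted effect of over 20% in size; some results filed as inactive show a strong effect at the top dose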
#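 20 mM phosphate pH 7.0 + 0.01% (detergent screen) or 0.0001% Triton X-100; 5.3 nM AmpC reagent; cpd preinc 15 min RT; nitrocefin (800 uM stock) to start; A480 q20 s × 4 min; Activity was normalised to no-enzyme and no-compound control wells.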
# LmPK inh: blocks Leishmania mexicana pyruvate kinase activity. Q27686. purified LmPK, Kinase-Glo ATP luminescence, 1 h. Potency, µM (titrated, usually from 57.5 µM), for inactives: at the highest dose activity change, negative = inhibition, most hits filed as inhibitors. 290,000 compounds, 0.37% hits. AID 1721; note: potency is the fitted concentration of half-maximal effect
# Target sequence (Q27686 whole entry, looked up): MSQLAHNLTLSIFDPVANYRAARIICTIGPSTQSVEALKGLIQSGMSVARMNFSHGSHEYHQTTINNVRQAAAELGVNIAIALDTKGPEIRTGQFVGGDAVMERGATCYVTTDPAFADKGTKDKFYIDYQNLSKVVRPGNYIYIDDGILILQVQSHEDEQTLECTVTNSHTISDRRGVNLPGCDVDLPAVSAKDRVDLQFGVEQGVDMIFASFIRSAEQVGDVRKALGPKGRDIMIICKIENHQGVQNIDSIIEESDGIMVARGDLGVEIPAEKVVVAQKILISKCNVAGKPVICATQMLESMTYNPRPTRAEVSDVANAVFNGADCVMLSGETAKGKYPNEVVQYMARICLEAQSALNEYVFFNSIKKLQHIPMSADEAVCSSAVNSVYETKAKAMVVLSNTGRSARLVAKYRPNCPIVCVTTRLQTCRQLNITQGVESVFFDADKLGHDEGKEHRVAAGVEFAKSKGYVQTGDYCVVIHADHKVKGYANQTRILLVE
#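 qHTS format; LmPK 0.1 nM; substrates PEP 0.5 mM and ADP 0.1 mM. One-hour room-temperature incubation, then coupled luciferase luminescence; 0.5 nM enzyme wells mark activation.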
# Numbers without * were called inactive; u = inconclusive; x = no result given; & = joins results of further samples; [ ] = remark or other dose. Unless noted, calls come from the whole dose curve; as a rule, active = well fitted curve in the direction sought with a large enough effect; inconclusive = small, poorly fitted or top-dose-only effect, or another doubt; inactive = no such curve, though single readings can be large; an effect the other way counts as inactive or inconclusive. Unless noted, % is set by controls: 0 for no effect and ±100 for the full control effect.
Compound,AMA1-RON2 inh,AmpC detergent,HCMV inh,Tb PYK inh,Sm TGR block,AmpC no deterg,LmPK inh
CCOC(=O)N1CCN(c2ncc3c(n2)CC(c2ccc(Cl)cc2)CC3=O)CC1 (centres undefined),x,2%,-103*,-5%,6%,x,x
Cc1ccc2c(NC(=O)c3ccc(Br)o3)cccc2n1,3%,-7%,0,0%,-14%,-2%,-8%
COc1cccc(NC(=O)CSc2nccn2Cc2ccc3c(c2)OCO3)c1,x,-4%,30,6%,-1%,x,x
COc1ccc(C2CC(c3ccc(Br)cc3)=NN2C(=O)CN2CCCC2)cc1 (centres undefined),-6%,4%,-16,-1%,6%,121%[activator],4%
c1ccc(Cc2nnc3sc(-c4ccco4)nn23)cc1,35%[activator],-16%,-11,-18%,-30%,-26%,8%
O=C(CN1C(=O)COc2ccccc21)NCCN1CCCC1,1%,2%,0,1%,-4%,1%,8%
O=C(N/N=C/c1ccc(OC(=O)c2ccccc2)cc1)c1ccc(CN2CCOCC2)cc1,14%,u,49,-1%,-2%,16%,0%
O=C(CN1CCC(C(O)(c2ccccc2)c2ccccc2)CC1)Nc1ccccc1,-6%,2%,-27,3%,1%,16%,2%
Cc1cccc(C)c1-n1c(C)nn(CCOc2ccccc2)c1=O,1%,0%,-10,-3%,-7%,-4%[2.29 µM],5%
CCC(CC)c1nc(C#N)c(NC(C)c2ccccc2)o1 (centres undefined),0%,0%,-17,-10%,22%,6%,0%
CC1(C(=O)NS(=O)(=O)c2cccc(F)c2)CCN1C(=O)c1ccccc1 (centres undefined),23%,x,-17,2%,x,x,x
CCCCOC(=O)Nc1nnc(-c2ccccc2OC)s1,-5%,-7%,-83*,-2%,0%,-16%,6%
Cc1ccc(Cl)cc1NC(=O)CCC(=O)O,0%,7%,2,-4%,11%,-16%,-2%
Cc1ccc(-n2c(O)c(C=NCc3ccco3)c(=O)[nH]c2=S)cc1C,6%,9%,22,4%,10µM*,-34%,11%
Cc1cccc(-n2ncc3c2CCCC3NC(=O)c2ccc[n+]([O-])c2)c1C (centres undefined),-10%,-10%,u,-10%,-14%,14%,4%
COc1ccc2nc(NC(=O)C3CCCO3)sc2c1 (centres undefined),-2%,3%,36,0%,-20%,-9%,-8%
CCn1c2ccccc2c2cc(/C=N/n3c(C)nnc3C)ccc21,-5%,1%,108,-1%,-1%,228%[activator],1%
CCOc1ccc(OCC)c(NC(=O)C2CCCN(S(=O)(=O)c3ccc(C)cc3)C2)c1 (centres undefined),2%,-2%&-5%,4&-3,-13%&0%,0%&-10%,-8%,7%
CCOC(=O)NC(=O)/C(C=Nc1ccc(Cl)c(Cl)c1Cl)=C(\C)O,3%,-6%,-15,2%,-11%,-23%,4%
CCOc1cc(S(=O)(=O)NCc2cccnc2)c(C)cc1C,4%,4%,3,2%,3%,1%,-2%
COc1ccc(CNC(=O)COC(=O)C(CCSC)NC(=O)c2ccco2)cc1OC (centres undefined),4%,-1%,-24,-6%,-19%,-9%,x
O=C(CNC(=O)C(c1ccccc1)c1ccccc1)N/N=C/c1ccc(O)c([N+](=O)[O-])c1,13%,-6%,11,1%,-3%,-42%,0%
COc1ccc(C2=CC(=O)C[C@H](c3ccc(F)cc3)C2)c(OC)c1,-11%,6%,-4,0%,0%,0%,x
Cc1ccc(Cn2ccnc2SCC(=O)NCc2ccccc2Cl)cc1,x,3%,u,-10%,6%,x,x
CC(=O)c1ccc(-c2ccc(C(=O)N(C)Cc3nc4ccccc4c(=O)[nH]3)o2)cc1,15%,2%,-30,-10%,u,-36%,x
COc1ccc(N2C(=O)N3[C@H](c4ccc(Cl)cc4)[C@@H]4C(=O)N(C5CCCCC5)C(=O)[C@@H]4[C@]3(Cc3ccc(Cl)cc3)C2=O)cc1,14%,u,-6,-6%,-22%,-30%,1%
O=C(NCc1ccccc1Cl)NCc1ccccc1Cl,-3%,-5%,-22,-1%,-11%,-11%,4%
Cc1nc(C(=O)N2CCCC(N3CCN(c4ccc(F)cc4)CC3)C2)cs1 (centres undefined),0%,x,-19,3%,x,x,x
CC(C)(C)OC(=O)N1CCC[C@H]1C(=O)N/N=C/c1cccc2cccnc12,101%[activator],3%,14,1%,7%,2%,0%
c1ccc(-c2nnc(-c3ccccn3)c(-c3ccccn3)n2)nc1,-29%,-9%,16,3%,0%,-17%,2%
O=C(COC(=O)c1cncc(Br)c1)Nc1ccc2c(c1)OCO2,0%,2%,82,2%,0%,-16%,-9%
CC(=O)Nc1ccc(NC(=O)C(C)OC(=O)c2cccc(S(=O)(=O)N3CCCCCC3)c2)cc1 (centres undefined),4%,u,-10,4%,-3%,6%,x
Cc1nc(-c2ccccc2)cn(O)c1=O,11%,-1%,5,-13%,u,-29%,-13%
Cc1ccc(-n2c3c(c(=O)[nH]c2=O)C(C(F)(F)F)(C(F)(F)F)NC(=O)N3)cc1,38%[activator],u,x,6%,1%,-18%,-4%
O=C(NC(NC(=S)N1CCOCC1)C(Cl)(Cl)Cl)c1ccc(Cl)cc1 (centres undefined),-4%,u,-17,-5%,7%,-33%,3%
O=[N+]([O-])c1ccccc1N/N=C\c1ccccc1Cl,-22%,-4%,90,-5%,2%,u,u
CSc1nnc(-c2cccc(NC(=O)c3ccccc3)c2)n1C,-3%,4%,2,-3%,-2%,-3%,-1%
O=C(NC1CCCCC1)C(c1ccccn1)N(C(=O)c1csnn1)C1CCCCC1 (centres undefined),5%,4%,-33,1%,0%,0%,-3%
C=CC[C@@H](CC(=O)NCCO)C(=O)N[C@@H](COC(=O)[C@@H](CC=C)CC(=O)OC(C)(C)C)Cc1ccccc1,0%,x,-18,0%,x,191%[activator],x
Cc1c(CCC(=O)N2CCCCC2)c(=O)oc2cc3occ(C(C)(C)C)c3cc12,x,3%,2,1%,-2%,x,x
COc1ccc(NC(=O)CCc2nc(C3=CCN(Cc4cccc(Cl)c4)CC3)no2)cc1OC,x,3%,-18,0%,-31%,x,x
CCOC(=O)N1CCN(CC(=O)Nc2cc(OCC)ccc2OCC)CC1,-6%,1%,-29,2%,8%,90%[activator],-10%
COc1ccc(/C=N/N2CCN(c3ccccc3OC)CC2)cc1Br,-23%,-14%,37,5%,8%,26%,-1%
CN1C(=O)CCS(=O)(=O)C1c1ccc(Cl)c(Cl)c1 (centres undefined),2%,x,13,-11%,x,x,x
Fc1ccc(C2=NNC(=NCc3ccccc3)SC2)cc1F,22%,0%,u,u,-12%,18µM*,-15%
CCCn1c(SCC(=O)NC2CCCCC2)nnc1-c1cccnc1,-7%,0%,-65*,2%,1%,-11%,-1%
Cc1ccc(N/C(N)=N/c2nc(CSc3nnc(N)s3)cc(=O)[nH]2)cc1,2%,8%,52,-3%,-32%,-27%,-2%
Cc1ccc(NS(=O)(=O)c2c(C)nc3sc(C)cn3c2=O)c(C)c1,x,-2%,-13,-4%,2%,x,x
CCOC(=O)c1c(NC(=O)COC(=O)c2cc(OC)c(OC)cc2[N+](=O)[O-])sc(C)c1CC,-8%,-2%,31,-3%,-1%,-50%,-4%
COc1ccc(OC)c(/C=N/NC(=O)c2cc[n+](CC(=O)c3ccccc3)cc2)c1,9%,u,34,0%,-28%,4%,0%

# Next part; the last four above are carried over.
Compound,AMA1-RON2 inh,AmpC detergent,HCMV inh,Tb PYK inh,Sm TGR block,AmpC no deterg,LmPK inh
Cc1ccc(N/C(N)=N/c2nc(CSc3nnc(N)s3)cc(=O)[nH]2)cc1,2%,8%,52,-3%,-32%,-27%,-2%
Cc1ccc(NS(=O)(=O)c2c(C)nc3sc(C)cn3c2=O)c(C)c1,x,-2%,-13,-4%,2%,x,x
CCOC(=O)c1c(NC(=O)COC(=O)c2cc(OC)c(OC)cc2[N+](=O)[O-])sc(C)c1CC,-8%,-2%,31,-3%,-1%,-50%,-4%
COc1ccc(OC)c(/C=N/NC(=O)c2cc[n+](CC(=O)c3ccccc3)cc2)c1,9%,u,34,0%,-28%,4%,0%
COc1ccc(-n2cc(CNCCc3ncc(C)[nH]3)c(-c3ccccc3Cl)n2)cc1,35%[activator],-3%,-17,0%,u,-11%,3%
O=C(c1ccco1)N1CCN(C(=O)c2cccn3c(=O)c4c5c(sc4nc23)CCCC5)CC1,9%,x,-35,-2%,x,x,x
CCOC(=O)c1ccc(N=NN(C)C)cc1,4%,-2%,-12,-5%,1%,-7%,2%
CCOC(=O)C1=C(COC(=O)c2cc(S(=O)(=O)N3CCOCC3)ccc2F)NC(=O)NC1C (centres undefined),-12%[11.6 µM],x,5,-2%,x,x,x
NC(=O)C1CCN(C(=O)/C=C/c2cc(Br)ccc2F)CC1,0%,4%,-6,-2%,1%,-21%,-5%
CC(C)NC(=O)c1onc(CSc2ccccc2)c1C(=O)O,0%,-2%,61,-2%,-17%,-15%,-1%
COc1ccc2c(C)cc(SCC(=O)Nc3ncc(Cl)cc3Cl)nc2c1,-6%,-15%,18,-13%,-7%,-34%,3%
O=C(Nc1cccn(Cc2c(Cl)cccc2Cl)c1=O)c1ccc(Cl)cc1,-1%,-9%,-83*,-4%,-2%,-16%,3%
CCn1ccnc1CN(C)Cc1nc(-c2ccc3c(c2)OCO3)no1,1%,-10%,-9,1%,-8%,5%,0%
CC(NC(=S)NCCCN1CCOCC1)C12CC3CC(CC(C3)C1)C2 (centres undefined),1%,-4%,u,1%,-14%,115%[activator],1%
COc1cc(/C=C/C(=O)Nc2ccc(N3CCCCC3)c(S(=O)(=O)Nc3ccccc3Cl)c2)cc(OC)c1OC,12%,-13%,u,1%,-7%,1%,1%
COC(CNC(=O)CC1C(=O)N(Cc2ccccc2)C(C)c2nc3ccccc3n21)OC (centres undefined),18%,-5%,6,-1%,-6%,3%,7%
Clc1cccc(Nc2nc(-c3cccnc3)cs2)c1,-11%,-1%,75,-3%,3%[57.1 µM],-4%,0%

# Assay outcomes: PubChem, National Center for Advancing Translational Sciences (NCATS)
